Epigenetic derep: regulators of epigenetic silencing causing reporter derepression in mouse cells. murine LDR cells, GFP reporter derepression, 30 h. Potency, µM (top dose mostly 53.9 µM), without a hit: at the highest dose GFP activation, actives largely listed as activators. 280,000 compounds, 0.2% hits. AID 1865; also: potency is read from the fitted curve at half-maximal effect; % of control where 0% means no effect; nearly all actives have a fitted effect of over 60% in size
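Murine LDR cells carrying a silenced, genomically integrated CMV-driven GFP reporter were exposed to compound for 30 hours at 37 C. After PBS washes, GFP-positive cells (20–120 um objects) were counted by laser-scanning microplate cytometry.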
CBFb-RUNX1 inh: CBF-beta/RUNX1 interaction disruption | Q01196+Q13951 | AlphaScreen CBFb-His/RUNX1-biotin binding, biochemical | Potency, µM (highest dose often 59.8 µM), without a hit: top-dose activity, negative = inhibition, hits mostly inhibitors | 230,000 tested, under 10 active; also: % of control where 0% means no effect
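Bead-based AlphaScreen assay; binding partners His-tagged CBF-beta and biotinylated RUNX1 at 30 nM each. Compound exposure 15 min after a 20-min protein preincubation; bead step 90 min; all steps at room temperature.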
Tau FP inhib: blocks human tau fibril formation measured by polarization | P10636 | K18 P301L tau heparin fibrillization, Alexa594 FP, 6 h | Potency, µM (titrated, usually from 57.7 µM), for inactives: at the top dose activity, negative = inhibition, usual class: inhibitors | 280,000 compounds, 0.39% hits | AID 1468; also: potency is read from the fitted curve at half-maximal effect; % is scaled to controls: 0 for no effect and ±100 for the full control effect; nearly all actives have a fitted effect of over 55% in size
Target sequence (P10636 561-689 P618L limits assumed): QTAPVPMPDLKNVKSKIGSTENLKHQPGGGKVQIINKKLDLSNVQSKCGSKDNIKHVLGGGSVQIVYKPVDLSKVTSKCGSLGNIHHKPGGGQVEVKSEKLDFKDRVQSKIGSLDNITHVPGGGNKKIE
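Recombinant K18 P301L […], labeled with Alexa 594 at 0.24 uM over 15 uM unlabeled; heparin inducer 20 uM final; 37 C, 6 hr; FP endpoint.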
aGal spleen mod: alpha-galactosidase A (human) modulation | 240,000 compounds, 0.008% hits | human spleen homogenate, 4MU-alpha-Gal fluorescence, 40 min | Potency, µM (titrated, usually from 80 µM), for inactives: at the top dose activity change, negative = inhibition, hits mostly inhibitors;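 also: potency is read from the fitted curve at half-maximal effect; 0% = enzyme with vehicle and -100% = no enzyme basal signal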
Target sequence (P06280 32-429 limits assumed): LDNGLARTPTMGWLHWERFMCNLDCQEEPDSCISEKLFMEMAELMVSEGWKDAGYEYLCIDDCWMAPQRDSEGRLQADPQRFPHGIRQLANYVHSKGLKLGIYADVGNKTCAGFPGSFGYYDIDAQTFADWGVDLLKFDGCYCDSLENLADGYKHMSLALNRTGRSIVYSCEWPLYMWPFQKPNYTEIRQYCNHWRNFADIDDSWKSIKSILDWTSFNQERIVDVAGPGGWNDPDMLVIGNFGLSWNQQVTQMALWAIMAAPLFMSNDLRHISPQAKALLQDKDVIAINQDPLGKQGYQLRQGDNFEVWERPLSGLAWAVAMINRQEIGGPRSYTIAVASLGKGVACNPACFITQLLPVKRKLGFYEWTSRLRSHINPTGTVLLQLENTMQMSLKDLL
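Fluorogenic readout (Ex 365/Em 440 nm) of 4-methylumbelliferone released from 1 mM 4-MU-alpha-galactoside by spleen homogenate, 40 min at 37C, pH 5.0. Data normalized to no-enzyme and enzyme controls; Hill-equation AC50 from compound titrations.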
TexasRed fluor: counter-screen for TRb-SRC2 inhibitors: fluorescence interference. TRb/SRC2 Texas Red total fluorescence interference. Potency, µM (highest dose often 106 µM), without a hit: at the highest dose fluorescence change, negative = quenching. 280,000 compounds, 0.29% hits; active = well fitted curve in either direction with a large enough effect; inconclusive = small, poorly fitted or top-dose-only effect; also: potency is read from the fitted curve at half-maximal effect; % is scaled to controls: 0 for no effect and ±100 for the full control effect
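Human TRβ ligand-binding domain (0.6 uM) and Texas Red SRC2 peptide (20 nM) in Tris buffer with 1 uM T3 and 5% DMSO were incubated with pinned compound for 5 hr at ambient temperature. Total fluorescence was computed as S + 2P (555/632 nm).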
NPSR antag: neuropeptide S receptor (human) antagonism, cAMP; CHO-NPSR cells, cAMP TR-FRET, antagonist mode; AID 1461; Potency, µM (highest dose often 38.3 µM), for inactives: top-dose activity change, negative = inhibition, usual class: inhibitors; Q6W5P4; 220,000 compounds, 1% hits; also: potency is read from the fitted curve at half-maximal effect; % is scaled to controls: 0 for no effect and ±100 for the full control effect; nearly all actives have a fitted effect of over 50% in size; many of its hits are not listed in these tables
Tau fluor cs: counter-screen for tau fibril formation inhibitors; tau K18 P301L Alexa594 fluorescence, heparin fibrillization; Potency, µM (titrated, usually from 57.7 µM), inactives show at the top dose activity change, negative = decrease; 280,000 compounds, 0.93% hits; AID 1463; also: potency is read from the fitted curve at half-maximal effect; % is scaled to controls: 0 for no effect and ±100 for the full control effect; nearly all actives have a fitted effect of over 55% in size
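Human tau K18 P301L (15 uM unlabeled, 0.24 uM Alexa 594-labeled) in 100 mM sodium acetate pH 7 with 20 uM heparin, 6 hr at 37 C. ThT 30 uM added, 1 hr ambient; Alexa 594 FP and total fluorescence read at 555/632 nm.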
TRb-SRC2 inh: TRbeta-SRC2 interaction inhibition; P10828; TRbeta-SRC2 peptide binding, fluorescence polarization; receptor liganded with 1 µM T3; Potency, µM (series often up to 106 µM), for inactives: top-dose activity change, negative = inhibition, actives largely listed as inhibitors; 280,000 compounds, 0.065% hits; AID 1469;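 also: potency is read from the fitted curve at half-maximal effect; plate controls were bound peptide for no effect and peptide without receptor for full effect; nearly all actives have a fitted effect of over 50% in size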
Target sequence (P10828 whole entry, looked up): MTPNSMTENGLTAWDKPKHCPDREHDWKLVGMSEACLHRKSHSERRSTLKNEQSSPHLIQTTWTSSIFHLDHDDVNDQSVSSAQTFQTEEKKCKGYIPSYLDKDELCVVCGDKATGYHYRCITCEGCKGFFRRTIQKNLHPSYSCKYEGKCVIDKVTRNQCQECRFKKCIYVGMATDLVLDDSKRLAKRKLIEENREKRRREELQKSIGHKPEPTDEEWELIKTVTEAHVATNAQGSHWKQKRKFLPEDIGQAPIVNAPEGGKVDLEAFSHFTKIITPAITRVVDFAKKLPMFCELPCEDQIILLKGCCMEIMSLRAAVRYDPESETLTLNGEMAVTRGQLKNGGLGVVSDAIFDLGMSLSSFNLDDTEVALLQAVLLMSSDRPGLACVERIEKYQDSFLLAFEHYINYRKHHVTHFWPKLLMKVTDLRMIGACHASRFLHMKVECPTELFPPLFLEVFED
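Fluorescence polarization of 20 nM Texas Red SRC2 peptide (20-aa NR interaction domain) bound to 0.6 uM human TRb ligand-binding domain, with 1 uM T3, after 5 hr at ambient temperature; inhibition seen as decreased polarization.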
* = called active by the depositor; ? = inconclusive; / = not tested or not shown; & = joins results of further samples; [ ] = dose if it differs, or a comment. Unless noted, calls follow the shape of the dose curve; as a rule, active = well fitted curve in the direction sought with a large enough effect; inconclusive = small, poorly fitted or top-dose-only effect, or another doubt; inactive = no such curve, though single readings can be large; an effect the other way counts as inactive or inconclusive. The list is partial; rates above refer to the full screens.

Values run as follows: NPSR antag | TRb-SRC2 inh | Tau FP inhib | aGal spleen mod | CBFb-RUNX1 inh | Epigenetic derep | TexasRed fluor | Tau fluor cs
- CC(C)C[C@H](NC(=O)[C@H](Cc1ccccc1)C[C@@H](O)[C@H](Cc1ccccc1)NC(=O)OC(C)(C)C)C(=O)N[C@@H](Cc1ccccc1)C(N)=O
  / | 7% | / | -19% | 2% | / | 0% | /
- O=C(COc1ccc(Cl)cc1)NCCSCc1ccccc1Cl
  3% | 0% | 11% | 6% | 12% | 0.0% | 0% | -12%
- Cn1c(=O)c2c(nc(N/N=C3\CCCc4ccccc43)n2Cc2ccc(F)cc2)n(C)c1=O
  -29% | -9%[53 µM] | 13% | -11% | 0% | -0.3% | -1%[53 µM] | -18%
- Cc1cc(CC(C)C)n(-c2nc3ccccc3c(=O)n2OCC(N)=O)n1
  1%[46.1 µM] | 0% | 3% | -1% | 9% | 0.0% | -6% | 2%
- COc1cc(C(=O)Nc2ccc(Cl)c(-c3nc4ncccc4o3)c2)cc(OC)c1OC
  / | 6%[11.2 µM] | ? | / | / | -0.1% | 7%[11.2 µM] | ?
- Cc1ccc2cc(CCNC(=O)C(C)(C)C)c(=O)[nH]c2c1
  -15%[46.1 µM] | -7% | -10% | 4% | 11% | 0.0% | 1% | 6%
- COc1ccc(CCNC(=O)Cn2c(=O)cc(C(F)(F)F)c3c(C)nn(C)c32)c(OC)c1
  / | -1% | -5% | / | / | 0.0% | -1% | -5%
- CCOC(=O)N1CCC2(CC1)C(C(=O)C13CC4CC(CC(C4)C1)C3)C2(C#N)C#N (stereo not given)
  -13%[46.1 µM] | -11% | -1% | -1% | 1% | 0.0% | -1% | -7%
- O=C(c1ccc(F)cc1)c1c[nH]c(C(=O)NCc2cccnc2)c1
  -13%[46.1 µM] | -3% | -5% | 0% | 10% | 0.9% | 0% | 0%
- O=C(Nc1ccc(F)cc1)Oc1ccc[nH]c1=O
  10% | 3% | 1% | 7% | 8% | 1.1% | 0% | 0%
- CC(C)NC(=S)N1CCN(Cc2ccc3c(c2)OCO3)CC1
  6% | 6% | -8% | 4% | -3% | 3.5% | -3% | -8%
- Cc1cccc(C)c1NC(=O)CCS(=O)(=O)c1cccc2nonc12
  / | -1% | -5% | / | / | -1.8% | -1% | -6%
- Cc1cc(=O)oc(C)c1C(=O)N1CCN(C)CC1
  -2%[46.1 µM] | 0% | -6% | -1% | 4% | 1.9% | -9% | 2%
- O=C(c1ccccc1)c1cnc[nH]1
  13% | -1% | 0% | -5% | 3% | 0.0% | 0% | 8%
- CCOc1ccccc1C(=O)NCC(c1cccs1)S(=O)(=O)c1ccc(F)c(C)c1 (stereo not given)
  / | -2% | 1% | / | / | -4.0% | 1% | -1%
- Cc1ccc(C(=O)N/N=C\c2ccc(Br)o2)o1
  -3%[46.1 µM] | 0% | 3% | 8% | -1% | -1.1% | -4% | 2%
- N#Cc1ccccc1NC(=O)COC(=O)CCc1ccc(S(=O)(=O)N2CCCCC2)cc1
  -10%[46.1 µM] | -16%[53 µM] | 3% | -6% | -7% | 0.0% | ? | 1%
- Cc1cccc(NC(=O)Cn2nnc3sc4c(c3c2=O)CC(C)(C)OC4)c1
  -21% | 3% | -10% | -2% | -1% | -3.0% | -1% | -22%
- CCOC(=O)N1CCN(c2c(NCCCN(CC)Cc3ccccc3)c(=O)c2=O)CC1
  -14%[46.1 µM] | -20% | -3% | -3% | -9% | 0.0% | 0% | -6%
- O=C(Nc1ccccc1F)C1CCN(S(=O)(=O)c2ccc3c(c2)CCCN3C(=O)C2CCC2)CC1
  / | -3% | 1% | / | / | 1.4% | 2% | -28%

Entries of single compounds as entered above. Values in the order: NPSR antag	TRb-SRC2 inh	Tau FP inhib	aGal spleen mod	CBFb-RUNX1 inh	Epigenetic derep	TexasRed fluor	Tau fluor cs
CCOC(=O)N1CCN(c2c(NCCCN(CC)Cc3ccccc3)c(=O)c2=O)CC1 reads -14%[46.1 µM]	-20%	-3%	-3%	-9%	0.0%	0%	-6%
Cc1cc(CC(C)C)n(-c2nc3ccccc3c(=O)n2OCC(N)=O)n1 reads 1%[46.1 µM]	0%	3%	-1%	9%	0.0%	-6%	2%

More results
Values run as follows: NPSR antag | TRb-SRC2 inh | Tau FP inhib | aGal spleen mod | CBFb-RUNX1 inh | Epigenetic derep | TexasRed fluor | Tau fluor cs
- CCn1c(C)cc2c(c1=O)C(c1ccncc1)C(C#N)=C(N)O2 (stereo not given)
  2%[46.1 µM] | 5% | 0% | -12% | -4% | -0.1% | -2% | 3%
- Cc1ccc(C)c(NC(=O)C2C3CCCC2C3c2ccccc2)c1 (stereo not given)
  -15%[46.1 µM] | -20% | -9% | ? | -16% | -1.8% | 0% | -4%
- COc1cnc(-c2ccccn2)nc1Sc1ccccc1
  -27% | -9% | -6% | -7% | / | -2.7% | -1% | -17%
- CC(=O)c1ccc(OCCCN2CCCCC2)cc1
  -8%[46.1 µM] | -28% | -1% | -13% | -23% | -2.7% | 3% | -3%
- Cc1ccc2c(c1)C(=O)OC1(O)C3C4C=CC(C4)C3C(=O)N21 (stereo not given)
  11% | -1% | -1% | -3% | 8% | -1.6% | -3% | 12%
- Cc1c(Cl)cccc1NC(=S)N(Cc1cccs1)C1CCCC1
  -52% | 3% | -5% | 3% | -3% | -1.5% | -1% | -18%
- CC(C)CN1CCc2nc(-c3ccccc3)c3c(c2C1)COC(C)C3 (stereo not given)
  / | 2%[11.2 µM] | -6%[11.6 µM] | -4%[17.5 µM] | 5%[13.1 µM] | 1.1%[10.1 µM] | ? | -7%[11.6 µM]
- O=c1c2ccccc2ncn1-c1ccccc1F
  -8% | 2%[53 µM] | -1% | 2% | 1% | 0.4% | -2%[53 µM] | 1%
- CCc1ccc(/C=C2/SC(=S)N(CC(=O)Nc3nc4ccccc4s3)C2=O)cc1
  -11%[46.1 µM] | 3% | -17% | -14% | -8% | -1.6% | 0% | ?
- O=C(NCCCc1ccccc1)c1cccs1
  -3%[46.1 µM] | 2% | -1% | 4% | -1% | 0.9% | -2% | 2%
- C=CCNc1oc(Cc2cccc3ccccc23)nc1C#N
  -5%[46.1 µM] | -3% | 11% | 9% | -3% | 1.9% | -3% | -23%
- Cc1ccc(OCC(=O)N/N=C/c2cn(C)c3ccccc23)cc1
  2% | -2% | ? | 8% | 7% | 0.0% | 0% | ?
- O=C(N/N=C/c1ccco1)C(O)c1ccccc1 (stereo not given)
  ? | -2% | 9% | 0% | 7% | 0.0% | 1% | ?
- COc1ccccc1OC(C)C(=O)NNC(=S)NC1CCCC1 (stereo not given)
  28% | -5% | -3% | -9% | 3% | 1.1% | -7% | 0%
- O=C(c1ccc2c(c1)OCCO2)N(Cc1cccnc1)c1nc2ccc(Cl)cc2s1
  / | 0% | -3% | / | / | 1.8% | -2% | 1%
- COc1ccc(CCNC(=O)CCc2c(C)nc3c(c(C)nn3-c3ccccc3)c2C)c(OC)c1
  / | 0% | -6% | / | / | -2.5% | -1% | -4%
- Cc1cc(C)cc(NC(=O)Nc2ccccc2N2CCCCC2)c1
  14%[7.67 µM] | -1% | -5% | 0% | 8% | -1.4% | -1% | -23%
- Cc1nn2c(COc3ccc(NC(=O)c4ccccc4Cl)cc3)nnc2c2ccccc12
  1% | 0% | 6% | 4% | -10% | -1.0% | -4% | -5%
- CCN=C1SC(CC(=O)Nc2ccc(C)cc2)C(=O)N1CC (stereo not given)
  -2%[46.1 µM] | 6% | 4% | 1% | 4% | -0.9% | -4% | -6%
- CCOC(=O)C/C(C)=N\Nc1ccc([N+](=O)[O-])cc1[N+](=O)[O-]
  10% | -7% | 12% | 3% | -27% | -2.0% | -2% | ?
- CCOC(=O)CSc1nc2ccccc2c(=O)n1-c1ccc(C(=O)NCCOC)cc1
  -4%[46.1 µM] | -7%&-20% | -9%&-6% | 4% | 3% | 0.0%&-1.9% | -1%&0% | -8%&-8%
- CC(=O)c1ccc(N2CCN(C(=O)COc3ccccc3F)CC2)c(F)c1
  -11%[46.1 µM] | 8% | 9% | 6% | -5% | 0.0% | -5% | -3%
- Cc1cccc2c1NC(=O)C21N2CCCC2C(C(=O)c2ccc3ccccc3c2)C12C(=O)Nc1ccccc12 (stereo not given)
  -50% | 4% | -4% | -10% | -16% | 0.0% | 0% | -9%
- O=C(Nc1ccc(F)cc1F)Nc1csc2ccccc12
  55% | -6% | 6% | 1% | 3% | 0.1% | -2% | 11µM*[quencher]
- NC(C(=O)O)c1nn[nH]n1 (stereo not given)
  / | -9% | / | 14% | -11% | / | -2% | /
- Cc1ccc(/C=N/Nc2nnc(Cc3ccccc3)c(=O)[nH]2)o1
  4% | 11% | 7% | 9% | -6% | -2.9% | -2% | 1%
- CCOc1ccccc1CNC(=O)C1CCN(S(=O)(=O)c2cccc3nonc23)CC1
  / | 2% | 3% | / | / | 6.5% | -2% | 2%
- COc1ccc(-c2ccc(OC)c([C@H]3[C@H]4C=CC[C@@H](C)[C@@H]4C(=O)N3Cc3ccccc3)c2)cc1C
  -52% | -9% | -2% | -2% | 1% | 4.8% | -1% | 11%
- CCCCCCNC(=O)CC(NS(=O)(=O)c1ccc(OC)cc1)C(C)C (stereo not given)
  -5% | -2% | -2% | -2% | 2% | -6.9% | -1% | -4%
- COc1ccc(OC)c(Nc2nc3ccccc3n3c(C)nnc23)c1
  / | 5% | 5% | / | / | -1.0% | -2% | 0%
- COCCNC(=O)CSc1nc2cc3c(cc2c(=O)n1CCCC(=O)NCc1ccc2c(c1)OCO2)OCO3
  / | -1% | -3% | / | / | -1.3% | -2% | -1%
- Cc1ccc(NC(=O)CN2C(=O)S/C(=C/c3ccc(O)c([N+](=O)[O-])c3)C2=O)cc1C
  ? | 12% | ? | 4% | / | -2.9% | ? | ?
- CS(=O)(=O)N1CCCc2cc(C(=O)Nc3cccc(C(F)(F)F)c3)ccc21
  / | -9% | ? | / | / | 8.5% | 0% | ?
- O=C(Nc1nnc(Cc2ccccc2)s1)c1cccnc1
  8% | 2%[53 µM] | -8% | 1% | 1% | 2.4% | -3%[53 µM] | -11%
- O=C(N/N=C/c1ccc(N2CCOCC2)o1)c1cccc([N+](=O)[O-])c1
  -24% | -4% | ? | -5% | -7% | -6.2% | 9% | -20%
